HEK293 tox: Cytotoxic Profiling in HEK 293 Cell Line of Diverse Libraries Using Quantitative High-Throughput Screening; HEK 293 viability, ATP luminescence (CellTiter-Glo), 48-72 h; Potency, µM (doses to about 115 µM), without a hit: at the top dose activity change, negative = cytotoxicity, hits mostly inhibitors; 94,000 compounds, 6.6% hits; AID 1345083, 2018; further: potency means the concentration at half of the fitted maximal effect; nearly all actives have a fitted effect of over 60% in size
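HEK 293 seeded at 250 cells/well receive compound via pintool. After 48 or 72 hr at 37 degree Celsius, 5% CO2 and 95% humidity, CellTiter-Glo is dispensed and luminescence read following 10 min at room temperature.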
NIH3T3 tox: Cytotoxic Profiling in NIH 3T3 Cell Line of Diverse Libraries Using Quantitative High-Throughput Screening; NIH 3T3 viability, CellTiter-Glo ATP luminescence, 48-72 h; Potency, µM (doses to about 96.7 µM), without a hit: top-dose activity change, negative = cytotoxicity, hits mostly inhibitors; 94,000 compounds, 4.3% hits; AID 1345082, 2018; further: potency means the concentration at half of the fitted maximal effect; nearly all actives have a fitted effect of over 55% in size
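Viability of NIH 3T3 cells after 48 or 72 hr compound treatment at 37 °C was assessed by CellTiter-Glo, with luminescence imaged following a 10 min room-temperature step.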
SNCA viab count: GF-AFC viability counterscreen for inhibitors of alpha-synuclein gene (SNCA) expression | HEK-293-SNCA-luc viability, GF-AFC fluorescence, 24 h | Potency, µM (highest dose often 57.1 µM), inactives show at the top dose activity change, negative = cytotoxicity, actives largely listed as cytotoxic | 150,000 compounds, 0.12% hits;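 further: potency means the concentration at half of the fitted maximal effect; 0% = DMSO-treated cells and -100% = medium-only wells without cells; nearly all actives have a fitted effect of over 30% in size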
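Cytotoxicity counterscreen: after 24 h compound treatment of genome-edited SNCA-luciferase HEK-293 cells, live-cell protease substrate GF-AFC read by fluorescence after 30 min; activity scaled between DMSO (0%) and medium-only (-100%), curves Hill-fitted.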
SNCA expr inh: Primary qHTS assay for inhibitors of alpha-synuclein gene (SNCA) expression. HEK-293 SNCA-luciferase knock-in, luminescence, 24 h. Potency, µM (highest dose often 57.2 µM), for the others: top-dose activity change, negative = inhibition, most hits filed as inhibitors. 140,000 compounds, 0.17% hits. AID 1671194, 2021;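 further: potency means the concentration at half of the fitted maximal effect; plate controls were DMSO cells for no effect and cell-free wells for full effect; nearly all actives have a fitted effect of over 45% in size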
FLuc inh: Firefly luciferase inhibition profiling of diverse chemical library using quantitative high-throughput screening. Luciferin 4-monooxygenase (Photinus pyralis), P08659. purified P. pyralis luciferase, luminescence, biochemical. Potency, µM (highest dose often 115 µM), without a hit: top-dose activity change, negative = inhibition, most hits filed as inhibitors. 76,000 compounds, 2.5% hits; further: potency means the concentration at half of the fitted maximal effect; nearly all actives have a fitted effect of over 65% in size
Target sequence (P08659 whole entry, looked up): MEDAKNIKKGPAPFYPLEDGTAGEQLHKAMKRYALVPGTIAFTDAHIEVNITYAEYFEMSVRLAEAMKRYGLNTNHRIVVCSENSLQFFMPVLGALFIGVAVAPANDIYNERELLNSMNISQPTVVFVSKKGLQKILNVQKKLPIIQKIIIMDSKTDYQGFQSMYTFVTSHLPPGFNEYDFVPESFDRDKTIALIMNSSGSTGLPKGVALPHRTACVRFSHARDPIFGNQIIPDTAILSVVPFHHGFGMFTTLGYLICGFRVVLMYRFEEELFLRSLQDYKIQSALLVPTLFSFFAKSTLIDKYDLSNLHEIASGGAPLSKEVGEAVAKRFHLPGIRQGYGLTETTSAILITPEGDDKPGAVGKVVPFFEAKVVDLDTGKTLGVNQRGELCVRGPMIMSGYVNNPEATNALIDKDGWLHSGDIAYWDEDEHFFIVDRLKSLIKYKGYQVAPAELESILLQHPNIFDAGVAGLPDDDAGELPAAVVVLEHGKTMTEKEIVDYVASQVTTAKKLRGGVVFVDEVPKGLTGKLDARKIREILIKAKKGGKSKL
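Purified P. pyralis luciferase (10nM final) in 50mM Tris acetate pH 7.5, 10mM Mg acetate, 0.01% Tween-20, 0.05% BSA with 10uM D-luciferin and 10uM ATP. Compounds titrated qHTS. Luminescence imaged on CCD.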
IP6K1 inhibitor: Primary qHTS assay for small molecule inhibitors of Inositol hexaphosphate kinase 1 (IP6K1); activity change, % (series mostly up to about 58 µM); Inositol hexakisphosphate kinase 1 (Homo sapiens), Q92551; 140,000 compounds, 0.81% hits; IP6K1 kinase, ADP-Glo luminescence, 2 h; active compounds read low; in the data active means activity change below about -25%
Target sequence (Q92551 whole entry, looked up): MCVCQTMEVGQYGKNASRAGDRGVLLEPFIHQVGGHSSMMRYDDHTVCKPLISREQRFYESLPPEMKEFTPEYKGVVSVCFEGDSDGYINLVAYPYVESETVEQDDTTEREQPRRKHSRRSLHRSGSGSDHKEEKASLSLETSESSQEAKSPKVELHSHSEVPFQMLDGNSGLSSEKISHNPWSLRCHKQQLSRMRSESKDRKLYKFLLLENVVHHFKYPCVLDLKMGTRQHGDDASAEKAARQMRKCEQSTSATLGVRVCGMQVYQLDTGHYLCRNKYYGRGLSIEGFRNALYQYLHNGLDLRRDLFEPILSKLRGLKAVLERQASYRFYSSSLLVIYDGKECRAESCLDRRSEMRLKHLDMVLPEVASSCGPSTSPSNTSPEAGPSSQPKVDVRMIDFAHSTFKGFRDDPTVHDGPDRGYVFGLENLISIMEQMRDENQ
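ADP-Glo luminescence measures ADP made by human IP6K1 during a 2 h RT reaction with ATP/IP6 (mix at 1.3 mM/130 uM); top library doses 57.5 and 19.1 uM final.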
GPT2 inhibitor: Primary qHTS assay for inhibitors of Glutamate pyruvate transaminase 2 (GPT2); 100,000 compounds, 0.25% hits; Recombinant GPT2, coupled pyruvate oxidase/HRP Amplex Red fluorescence; Potency, µM (top dose mostly 57.7 µM), for the others: at the top dose activity change, negative = inhibition, usual class: inhibitors; further: potency means the concentration at half of the fitted maximal effect; nearly all actives have a fitted effect of over 60% in size; many of its hits are not listed in these tables
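Recombinant GPT2 (10ng/uL) with 250uM a-KG and 2mM L-alanine, 30 min at room temperature, in HEPES pH 7.5 buffer. Pyruvate detected by pyruvate oxidase/HRP/Amplex Red fluorescence after 30 min in the dark; AOA (50uM) as positive control.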
Numbers without * were called inactive; i = inactive; ? = inconclusive; · = no result given; [ ] = another dose, or the depositor's remark. Unless noted, the call rests on the fitted dose curve; in most records, active means well fitted curve in the direction sought with a large enough effect; inconclusive means small, poorly fitted or top-dose-only effect, or another doubt; inactive means no such curve, though single readings can be large; an effect the other way counts as inactive or inconclusive. Unless noted, on the % scale 0 is the no-effect control and ±100 the full control effect.

1. COCCCn1c(=O)c(C(=O)NCc2ccc(C(F)(F)F)cc2)nc2cccnc21
2. Cc1cc(C)cc(CCC(=O)NC2(C#N)CCCCC2)c1
3. Cc1ccc(C(=O)Nc2ccc(Cl)c(-c3nc4ncccc4o3)c2)c(C)c1
4. O=C1Nc2ccc(-c3ccco3)cc2C(=O)N2CCN(C(=O)NC3CCCCC3)C[C@H]12
5. CN1CCCC2(CC1)CCN(C(=O)c1ccc(C#CC(C)(C)O)cc1)CC2
6. O=S(=O)(c1ccccc1)N1CCC(Cc2nncn2-c2ccccc2)CC1
entry no.,1,2,3,4,5,6
GPT2 inhibitor,i,-16%,·,?,-24%,i
SNCA viab count,-11%,-10%,-6%,2%[87.6 µM],1%,1%
FLuc inh,·,-2%,·,6%[172 µM],6%,7%
HEK293 tox,?,?,·,?,-21%,?
NIH3T3 tox,?,-15%,·,?,1%,?
IP6K1 inhibitor,14,15,-9,-15,6,5
SNCA expr inh,12%,-28%,92%[activator],-3%[87.6 µM],-14%,-21%

7. CC(C)(C)CC(=O)NC[C@H]1OC[C@@H](NC2CCC(F)(F)CC2)[C@@H]1O
8. CN(C)CCOc1ccc(-c2nc(-c3ccc4c(c3)CCC4=NO)c(-c3ccncc3)[nH]2)cc1
9. COc1ccc(-n2nc3n(c2=O)CCN([S+](=O)([O-])c2cccc(OC)c2)C3)cc1
10. CCCCn1c(=O)c(C(=O)N2CCN(c3ncccn3)CC2)nc2cccnc21
11. COc1ccc([C@H]2C[C@@H](O)[C@@H](O)[C@@H]2NCc2cccc(C(F)(F)F)c2)cc1
12. CCCOC(=O)c1c(NC(=O)C(C)Sc2nc(-c3ccccc3)cc(C(F)(F)F)n2)sc(C(=O)N(C)C)c1C (configuration not stated)
entry no.,7,8,9,10,11,12
GPT2 inhibitor,i,-1%,-4%,-2%,-5%[88.5 µM],·
SNCA viab count,2%[87.6 µM],9%,-16%,0%,-25%[87.6 µM],?
FLuc inh,-4%[172 µM],·,·,·,5%[172 µM],·
HEK293 tox,i,·,-7%,4%,?,·
NIH3T3 tox,i,·,-8%,-3%,?,·
IP6K1 inhibitor,-12,·,-14,2,0,14
SNCA expr inh,5%[87.6 µM],27%,-21%,-10%,1%[87.6 µM],?

Reprinted from the part before: 4 entries; new compounds follow.
9. COc1ccc(-n2nc3n(c2=O)CCN([S+](=O)([O-])c2cccc(OC)c2)C3)cc1
10. CCCCn1c(=O)c(C(=O)N2CCN(c3ncccn3)CC2)nc2cccnc21
11. COc1ccc([C@H]2C[C@@H](O)[C@@H](O)[C@@H]2NCc2cccc(C(F)(F)F)c2)cc1
12. CCCOC(=O)c1c(NC(=O)C(C)Sc2nc(-c3ccccc3)cc(C(F)(F)F)n2)sc(C(=O)N(C)C)c1C (configuration not stated)
13. CCCCn1c(=O)c(C(=O)N2CCN(C(=O)c3ccc(Cl)cc3)CC2)nc2cccnc21
14. COc1cc(CC(=O)O)ccc1O
15. CCCCN(C)CCNC(=O)CN1C(=O)CSc2ccc(S(=O)(=O)N3CCOCC3)cc21
16. c1cncc(CN2CCOC[C@H]2c2ncc(-c3cccnc3)[nH]2)c1
17. COc1ccccc1NC(=O)CSc1nc2c(oc3ccccc32)c(=O)n1-c1ccccc1F
18. COc1ccc(F)cc1S(=O)(=O)NCCc1csc2nc(-c3cccc(C)c3)nn12
entry no.,9,10,11,12,13,14,15,16,17,18
GPT2 inhibitor,-4%,-2%,-5%[88.5 µM],·,4%,2%,·,3%[88.5 µM],·,·
SNCA viab count,-16%,0%,-25%[87.6 µM],?,-1%,11%,1%,5%[87.6 µM],6%,?
FLuc inh,·,·,5%[172 µM],·,·,·,·,-4%[172 µM],·,·
HEK293 tox,-7%,4%,?,·,3%,·,·,4%[172 µM],·,·
NIH3T3 tox,-8%,-3%,?,·,-33%,·,·,0%[138 µM],·,·
IP6K1 inhibitor,-14,2,0,14,7,·,9,-4,-8,-13
SNCA expr inh,-21%,-10%,1%[87.6 µM],?,-5%,?,11%,2%[87.6 µM],22%,-7%

19. CC(=O)c1cccc(NS(=O)(=O)c2c(C)nc3sc(C)cn3c2=O)c1
20. COc1ccc(N2CCN(c3ncnc4onc(C)c34)CC2)cc1
21. CC(C)(C)c1ccc(C(=O)Nc2c(C(=O)c3ccc(F)cc3)oc3ccccc23)cc1
22. COCCOC1CCOC2(CCN(C(=O)NCc3ccc(C)cc3)CC2)C1 (configuration not stated)
23. O=C(Cc1cccc(F)c1)N1CCCC(Cc2nncn2-c2ccccc2)C1 (configuration not stated)
24. O=C(CCn1ccn2nc3c(c2c1=O)CCCC3)Nc1ccc(Cl)c(C(F)(F)F)c1
entry no.,19,20,21,22,23,24
GPT2 inhibitor,·,·,·,i,i,4%
SNCA viab count,-2%,6%,4%,-5%[12.5 µM],10%,-12%
FLuc inh,·,·,·,-21%,2%,-12%
HEK293 tox,·,·,·,1%,-8%,45µM*
NIH3T3 tox,·,·,·,-3%,-9%,?
IP6K1 inhibitor,22,6,8,2,0,20
SNCA expr inh,-8%,?,28%,16%,3%,4%

25. CN(CCc1ccccn1)[C@@H]1[C@H](O)[C@H](CO)O[C@@H]1CN(Cc1ccc(F)cc1)Cc1ccc(F)cc1
26. Cc1ncccc1-c1nc2cc(C(=O)NCc3cccs3)ccc2o1
27. COc1ccc2c(OC)c3ccoc3nc2c1OC
28. CCC1c2nccn2CCCN1C(=O)CCn1nc(C)cc1C (configuration not stated)
29. CCO[C@H]1C[C@@H](O)C12CCN(C(=O)c1c(-c3ccccc3)ccnc1C)CC2
30. Cc1cc2cc(-c3c(C)noc3C)nc(Nc3ccc(F)cc3)c2o1
entry no.,25,26,27,28,29,30
GPT2 inhibitor,4%,i,i,i,-3%[11.5 µM],-13%[88.5 µM]
SNCA viab count,-21%,12%,-18%,6%,2%,-12%[87.6 µM]
FLuc inh,-21%,·,·,-5%,2%,-13%[172 µM]
HEK293 tox,35µM*,-4%,·,-4%,i,?
NIH3T3 tox,50µM*,-39%,·,0%,5%,?
IP6K1 inhibitor,-1,27,6,1,-14,12
SNCA expr inh,-9%,55%[activator],·,9%,11%,-19%[87.6 µM]

31. O=C(Cn1c(=O)n(Cc2cccs2)c(=O)c2cccnc21)Nc1ccc(F)cc1
32. Cc1occc1C(=O)N1C[C@@H](CO)[C@H](c2ccccn2)C1
33. c1ccc(CCCc2noc(-c3ccc(NCc4ccccn4)nc3)n2)cc1
34. Cc1cccc(OC[C@H]2C[C@@H](NC(=O)c3cc(C)n(C)n3)[C@H](O)[C@@H]2O)n1
35. CCOc1ccc(CC(=O)N2CCC[C@H]2c2nc(-c3ccccc3)no2)cc1OCC
36. N#Cc1cccc(NC(=S)N[C@H]2CO[C@H]3[C@@H]2OC[C@@H]3n2nnnc2Oc2cccc(N3CCOCC3)c2)c1
entry no.,31,32,33,34,35,36
GPT2 inhibitor,·,4%,5%[11.5 µM],1%[88.5 µM],2%,?
SNCA viab count,-21%,-6%,-5%,4%[87.6 µM],?,-12%
FLuc inh,·,-6%,13µM*,-7%[172 µM],-10%,1%
HEK293 tox,·,-4%,?,i,?,45µM*
NIH3T3 tox,·,i,-18%,-2%[174 µM],?,-28%
IP6K1 inhibitor,4,7,27,7,-9,3
SNCA expr inh,-17%,-9%,119%[activator],-2%[87.6 µM],-4%,-18%

37. C=CCn1cc(-c2c(-c3ccccc3)ncn2CCCC2CCOC2)cn1 (configuration not stated)
38. O=C(Nc1ccccc1)N1CCC(c2nn(-c3ccccn3)c(=O)[nH]2)CC1
39. CN1C[C@@H](NC(=O)c2ccccc2)C[C@H]1c1nc(-c2ccc(F)cc2)no1
40. COc1ccc(NC(=O)c2ccc3nc(CCc4ccccc4)oc3c2)cc1
41. COc1ccc(-c2[nH]c3c(c2-c2c(-n4cccc4)n(C)c(=O)[nH]c2=O)c(=O)[nH]c(=O)n3C)cc1F
42. Cc1noc(/C=C/c2cccs2)c1S(=O)(=O)N1CCC(C(=O)Nc2ccc(F)c(Cl)c2)CC1
entry no.,37,38,39,40,41,42
GPT2 inhibitor,i,-4%,i,·,·,·
SNCA viab count,-10%,-1%,-20%[87.6 µM],8%,1%,-12%
FLuc inh,5%,·,-18%[172 µM],·,·,·
HEK293 tox,-11%,i,?,·,·,·
NIH3T3 tox,?,-15%,-37%[174 µM],·,·,·
IP6K1 inhibitor,-7,16,9,45,-16,25
SNCA expr inh,-7%,-24%,12%[87.6 µM],122%[activator],-4%,?

Of the compounds above, two have an aryl thioether with sulfur outside any ring:
12. CCCOC(=O)c1c(NC(=O)C(C)Sc2nc(-c3ccccc3)cc(C(F)(F)F)n2)sc(C(=O)N(C)C)c1C (configuration not stated)
17. COc1ccccc1NC(=O)CSc1nc2c(oc3ccccc32)c(=O)n1-c1ccccc1F
entry no.,12,17
GPT2 inhibitor,·,·
SNCA viab count,?,6%
FLuc inh,·,·
HEK293 tox,·,·
NIH3T3 tox,·,·
IP6K1 inhibitor,14,-8
SNCA expr inh,?,22%

Other structures follow:
43. Cc1ccc(C(=O)NCCn2c(C)cnc2C)s1
44. Cc1noc(C)c1[S+](=O)([O-])NCCNC(=O)c1cccc(-c2ncccc2C#N)c1
45. COc1ccc(C2Cn3nnc(-c4noc(-c5ccoc5)n4)c3CO2)cc1 (configuration not stated)
46. O=C(CCCc1ccccc1)N1CCCCC1c1nc(-c2ccncc2)n[nH]1 (configuration not stated)
47. Cc1nc(CCNC(=O)c2ccc(C(F)(F)F)cc2)no1
48. COc1ccc(-c2noc(CN3CCN(c4cccc(Cl)c4)CC3)n2)cc1
entry no.,43,44,45,46,47,48
GPT2 inhibitor,i,-7%,i,?,-13%,·
SNCA viab count,4%,-1%,6%,-19%,8%,0%
FLuc inh,-18%,·,-8%,·,-4%,·
HEK293 tox,-27%,i,-5%,?,1%,·
NIH3T3 tox,-8%,i,-8%,-35%,-11%,·
IP6K1 inhibitor,6,-14,15,25,49,6
SNCA expr inh,40%[activator],2%,0%,-25%,-1%,-4%
